TAAR1 ag = human TAAR1 agonists, primary screen, Fluo-8 calcium fluorescence, CHO RD-HGA16 cells; hit rate 0.99% among 360,000; vehicle wells 0%, saturating PEA agonist 100%; activation, % at 3 µM; Trace amine-associated receptor 1 (Homo sapiens), Q96RJ0; AID 624467, 2012;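 active = activation above the mean activation of all test compounds in the run plus 3 SD, cut at about 38% in these data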
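Assay system – CHO-derived RD-HGA16 cells with stable Gα16 and human TAAR1 · Compound dosing – one-point dosing at 3 µM (nominal) · Incubation – 17-24 h seeding, 75 min 37 °C dye, 30 min RT · Measured by – kinetic Fluo-8 calcium fluorescence · Control set – DMSO vehicle as 0%, PEA at EC100 as 100% · Repeats – single well for each compound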
M5 antag = human M5 muscarinic receptor antagonists, primary screen, CHO cells, Fluo-8 calcium fluorescence; CHO-hM5 cells, ACh EC80; hit rate 0.59% among 360,000; Muscarinic acetylcholine receptor M5 (Homo sapiens), P08912; inhibition, % at 3 µM;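 active = inhibition above a per-plate cutoff, the mean of that plate's test compounds plus 3 SD, cut at about 27% in these data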;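 note: 0% = acetylcholine EC80 with DMSO and 100% = DMSO without agonist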
Target sequence (P08912 whole entry, looked up): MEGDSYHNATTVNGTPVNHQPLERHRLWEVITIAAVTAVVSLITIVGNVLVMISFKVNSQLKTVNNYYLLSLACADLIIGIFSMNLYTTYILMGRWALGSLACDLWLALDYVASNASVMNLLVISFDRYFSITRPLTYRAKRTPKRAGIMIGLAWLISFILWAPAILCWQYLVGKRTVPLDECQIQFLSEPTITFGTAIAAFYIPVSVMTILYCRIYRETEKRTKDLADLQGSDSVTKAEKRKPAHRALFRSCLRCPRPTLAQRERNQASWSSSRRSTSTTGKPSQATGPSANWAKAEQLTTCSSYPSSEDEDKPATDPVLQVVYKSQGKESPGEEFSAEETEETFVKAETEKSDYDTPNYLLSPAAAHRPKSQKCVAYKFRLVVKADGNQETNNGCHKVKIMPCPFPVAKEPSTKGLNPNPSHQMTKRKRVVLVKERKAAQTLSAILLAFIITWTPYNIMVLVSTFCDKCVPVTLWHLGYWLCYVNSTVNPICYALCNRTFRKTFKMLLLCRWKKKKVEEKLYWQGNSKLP
CHRM1 PAM = human M1 muscarinic receptor positive allosteric modulators, primary screen, CHO-K1 cells, Fluo-8 calcium fluorescence, 1536-well; activation, % at 3 µM; hit rate 0.088% among 360,000; Muscarinic acetylcholine receptor M1 (Homo sapiens), P11229; AID 588819, 2011; CHO-K1 hM1, ACh EC20; 0% = ACh EC20, 100% = maximal ACh; in the data active = activation above about 19%, passing the limit was not always enough
Target sequence (P11229 whole entry, looked up): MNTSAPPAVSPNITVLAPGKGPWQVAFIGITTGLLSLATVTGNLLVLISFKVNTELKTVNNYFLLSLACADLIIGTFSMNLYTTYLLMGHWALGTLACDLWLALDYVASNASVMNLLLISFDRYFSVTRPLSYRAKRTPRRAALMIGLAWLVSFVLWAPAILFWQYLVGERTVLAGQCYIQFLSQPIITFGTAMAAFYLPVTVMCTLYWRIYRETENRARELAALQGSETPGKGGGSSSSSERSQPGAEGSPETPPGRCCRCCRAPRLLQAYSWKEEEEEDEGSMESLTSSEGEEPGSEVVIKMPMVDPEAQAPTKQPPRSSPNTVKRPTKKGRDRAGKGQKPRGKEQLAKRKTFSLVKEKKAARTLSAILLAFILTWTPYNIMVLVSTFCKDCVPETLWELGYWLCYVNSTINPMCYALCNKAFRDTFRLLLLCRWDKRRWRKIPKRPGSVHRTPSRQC
M5 PAM = human M5 muscarinic receptor positive allosteric modulators, primary screen, CHO-K1 cells, Fluo-8 calcium fluorescence | Muscarinic acetylcholine receptor M5 (Homo sapiens), P08912 | CHO-K1 hM5, ACh EC20 PAM; 0% = ACh EC20, 100% = ACh EC100 | activation, % at 3 µM | hit rate 0.3% among 360,000 | AID 624038, 2012;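 active = activation above the run cutoff, the mean activation of all test compounds plus 3 SD, cut at about 18% in these data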
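Measured by: Fluo-8 calcium fluorescence; material: human M5 receptor in CHO-K1 cells; schedule: Post-acetylcholine fluorescence recording 140 s; benchmarks: low control EC20 acetylcholine (0%), high control EC100 acetylcholine (100%); read-out: Max/basal fluorescence ratio as % of EC20–EC100 ACh window; compound: single dose, 3 µM nominal final test concentration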
M1 antag = human M1 muscarinic receptor antagonists, primary screen, CHO-K1 cells, Fluo-8 calcium fluorescence, 1536-well. Muscarinic acetylcholine receptor M1 (Homo sapiens), P11229. hit rate 1.3% among 360,000. inhibition, % at 3 µM. CHO-K1 hM1, ACh EC80 antagonist;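 active = percent inhibition above its own plate's cutoff, namely the mean of that plate's compound wells plus 3 SD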;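 note: peak over basal fluorescence ratio during 140 s after agonist addition; 0% = ACh EC80 plus DMSO and 100% = DMSO alone without agonist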
M4 antag = human M4 muscarinic receptor antagonists, primary screen, CHO cells, Fluo-8 calcium fluorescence | inhibition, % at 3 µM | hit rate 0.73% among 360,000 | CHO-hM4 cells, ACh EC80 | Muscarinic acetylcholine receptor M4 (Homo sapiens), P08173 | AID 624125, 2012;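 active = inhibition above its plate's cutoff, the mean inhibition of sample wells plus 3 SD, cut at about 27% in these data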;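 note: 0% = acetylcholine EC80 with DMSO and 100% = DMSO without agonist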
CHRM5 agonist = human M5 muscarinic receptor agonists, primary screen, CHO-K1 cells, Fluo-8 calcium fluorescence; hit rate 0.19% among 360,000; activation, % at 3 µM; CHO-K1 hM5 cells; 0% DMSO wells, 100% maximal acetylcholine response;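 active = activation above the run's mean over test compounds plus 3 SD, cut at about 23% in these data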;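 note: signal is peak over basal fluorescence ratio across the kinetic read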
CHRM4 agonist = human M4 muscarinic receptor agonists, primary screen, CHO-K1 cells, Fluo-8 calcium fluorescence | hit rate 0.14% among 360,000 | AID 624127, 2012 | CHO-K1 hM4/Gqi5; vehicle 0%, full acetylcholine response 100% | activation, % at 3 µM;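 active = activation above the run mean over all test wells plus 3 SD, cut at about 32% in these data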;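 note: peak over basal fluorescence ratio per well then scaled between controls; 0% = DMSO wells and 100% = acetylcholine at EC100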
CHRM1 agonist = human M1 muscarinic receptor agonists, primary screen, Fluo-8 calcium fluorescence, CHO-K1 cells, HTS. hit rate 0.33% among 360,000. activation, % at 3 µM. Muscarinic acetylcholine receptor M1 (Homo sapiens), P11229. CHO-K1 hM1, agonist mode; 0% DMSO, 100% acetylcholine EC100;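 active = activation above the run's mean compound activation plus 3 SD, cut at about 16% in these data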;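 note: peak over basal fluorescence ratio within a 140 s kinetic read after compound addition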
An asterisk follows results filed as active; · = not tested or not shown.

SMILES	TAAR1 ag	M5 antag	CHRM1 PAM	M5 PAM	M1 antag	M4 antag	CHRM5 agonist	CHRM4 agonist	CHRM1 agonist
CCOc1ccc2nc(NC(=O)c3cccc(-c4cc5ccccc5oc4=O)c3)sc2c1	-1	2	-4	-2	-3	3	-3	0	-4
Cc1ccc2nc(-c3ccccc3)c(Cc3cccc(F)c3)n2c1	6	2	·	-9	·	6	-3	0	·
COc1cc(N(C)C)c([N+](=O)[O-])cc1C(=O)N1CCOCC1	2	7	6	-1	-8	3	2	1	-3
CCN1C(=O)[C@H]2[C@@H](c3ccc(OC)cc3)N[C@]3(CCCN(Cc4ccccc4)C3=O)[C@H]2C1=O	0	2	-6	3	10	-7	0	0	-3
Cc1sc2ncnc(N/N=C/c3cccc(O)c3)c2c1C	9	2	2	-6	-8	10	0	3	1
CCN(CC)S(=O)(=O)c1cccc(-c2nnc(C(=O)c3ccc(C(F)(F)F)cc3)o2)c1	-1	-6	3	-4	-7	-13	-1	2	-3
COc1ccc([C@H]2CC(=O)C=C(c3cccc(Cl)c3)C2)cc1	10	8	-1	-5	4	6	-2	1	-6
CCOC(=O)CC1C(=O)NCCN1S(=O)(=O)c1cccc(C(F)(F)F)c1 (stereo not drawn)	3	8	7	-7	-3	-5	-2	1	-2
COc1ccc(N2CCN(C(=O)c3ccc(Br)cc3)CC2)c([N+](=O)[O-])c1	2	3	4	-6	-2	5	4	6	-2
COc1ccc(CCNC(=O)c2ccc(CS(=O)Cc3ccc(Cl)cc3)o2)cc1OC (stereo not drawn)	4	4	-3	-8	-2	-5	-2	12	0
C=CCn1cc(Cl)cc(C(=O)Nc2ccccc2)c1=O	-2	-3	13	8	-16	1	-7	1	-4
C#CCOCCOCCOCCNc1nc(N2CCOCC2)nc(N2CCN(C(=O)[C@H]([C@@H](C)O)n3cc(CCCCN)nn3)CC2)n1	5	14	8	-6	1	0	-2	1	3
Cc1ccc(-n2c(SCC(=O)N3CC(=O)Nc4ccccc43)nc3ccccc3c2=O)cc1	15	5	5	-3	-6	6	11	10	9
Cc1ccc(N=Cc2cc(Cc3ccccc3Cl)cc([N+](=O)[O-])c2O)c(O)c1	·	-1	4	1	-6	7	1	1	-1
CCOc1ccc(NC(=O)NCCN2CCN(c3ccccc3F)CC2)cc1	2	5	3	-4	-7	9	-4	0	-7
O=C(Nc1ccccc1)Nc1ccccc1Br	-1	8	-1	-1	10	-9	-2	0	-4
O=C(NN1C(=O)C2C(C1=O)C1C=CC2C12CC2)c1ccccc1 (stereo not drawn)	12	-8	3	5	-10	-15	0	0	-6
CC(=O)N1CCCc2cc(S(=O)(=O)N3CCCC(C(=O)N4CCN(c5cccc(Cl)c5)CC4)C3)ccc21 (stereo not drawn)	15	39*	-20	-16	57*	44*	6	32	5
C/C(CC(=O)Nc1cc(C)cc(C)c1)=N\NC(=O)c1ccccn1	0	4	5	-2	-12	-2	-2	1	-7
Cc1sc(N)c(C#N)c1C	5	-10	4	7	4	6	1	1	-5
COc1cc(CN2CCc3ccccc3C2)cc([N+](=O)[O-])c1O	98*	3	15	0	-15	-4	2	1	-2
Cc1cc(C(=O)O)c(CSc2ncn[nH]2)o1	3	-2	8	2	-5	-3	-2	1	-4
COc1ccc2oc(=Nc3cccc(F)c3)c(C(N)=O)cc2c1	4	2	10	3	-4	-9	-1	4	-8
CCOC(=O)C(NC(=O)CC)(N1CCc2ccccc2C1)C(F)(F)F (stereo not drawn)	93*	0	5	11	-16	2	-4	0	-3
CS(=O)(=O)C1=NSC2=NC(=O)/C(=C\c3ccc(OC(=O)c4ccco4)c(Br)c3)C(=N)N21	1	1	6	-4	-12	0	1	4	0
COc1ccc(/C(N)=N/OC(=O)CN(C)S(=O)(=O)c2ccccc2)cc1	7	-2	-3	2	7	-8	-1	5	-4
COc1cc(F)ccc1-c1csc(C(C)(O)c2ccc(F)c(F)c2)n1 (stereo not drawn)	1	5	-4	-9	6	9	-5	-1	-5
O=C(NCCc1ccccc1)c1ccc(-c2ccccc2Cl)o1	51*	12	0	-4	2	4	-1	5	-6
Cc1ccc(N2CC(O)=C(c3ccccc3)C2=N)cc1	5	4	7	2	1	3	1	2	-4
Cc1[nH]nc(-c2ccc(O)cc2O)c1Oc1ccccc1	2	13	-6	-11	12	10	5	12	2
COc1ccc(CN(Cc2cc3cc4c(cc3[nH]c2=O)OCO4)C(=O)NC2CCCCC2)cc1	-1	3	-3	-3	8	8	0	-1	-5
CN1CCN(CC#Cc2ccccc2)CC1CCO (stereo not drawn)	0	6	0	-6	-1	8	-5	0	-5
Cc1cccc(NC(=O)Cn2nnc3sc4c(c3c2=O)CC(C)(C)OC4)c1	2	10	9	-2	-11	1	0	4	-2
Cc1ccn2c(=O)nc(SCC(=O)Nc3cc(C)on3)nc2c1	0	4	-2	6	0	2	2	1	-3
O=C1CC(N2CCOCC2)C(=O)N1c1ccc(Cl)cc1 (stereo not drawn)	-2	3	4	-1	-2	17	0	0	-2
COc1ccc(-n2c(Cc3cccn3C)nnc2SCC(=O)NC2CCCCC2)cc1	0	-2	-2	1	-2	8	-1	0	-6
C/C(=N\OC(=O)c1ccc(F)cc1)c1sc(-c2ccccc2)nc1C	3	-6	4	5	-16	-7	-1	0	-2
Cc1occc1-c1nnc(SCC(=O)N2CCc3ccccc32)o1	11	3	-2	16	-7	-11	-11	1	-5
CCOc1cc(N2C(=O)CC3CS(=O)(=O)CC32)c(OCC)cc1NC(=O)c1ccccc1 (stereo not drawn)	3	-1	3	6	-10	-4	-1	1	-3
CCOc1ncccc1C(=O)N1CCN(S(=O)(=O)c2ccc3ccccc3c2)CC1	-3	-6	1	-6	-7	-12	-2	1	-5
CC(NC(=O)c1cc(-c2cccs2)on1)c1ccccc1 (stereo not drawn)	36	-2	-3	4	6	2	1	2	-6
O=C(NCCSCc1ccc(Cl)cc1Cl)c1ccc(CN2CCOCC2)cc1	13	0	0	-1	-22	-11	-4	7	0
O=C(Nc1cccc(S(=O)(=O)NC2=NCCC2)c1)c1ccc(OC(F)F)cc1	6	18	0	-9	1	6	-3	1	-3
CC(C)(C)n1nnnc1C(c1ccncc1)N1CCN(C2CCCCC2)CC1 (stereo not drawn)	4	2	9	3	-21	-4	0	1	-1
CC[C@]12c3[nH]c4ccc(OC)cc4c3CCN1C(=O)C(CC(=O)NCCCN(C)C)C[C@@H]2C(=O)N1CCN(C(=O)c2ccco2)CC1 (stereo partly drawn)	1	-2	15	0	-23	-5	0	0	-8
CC1=C(C(=O)Nc2ccc(Br)cc2)C(c2ccco2)NC(=O)N1 (stereo not drawn)	9	-3	8	8	-30	-3	-1	1	-1
Cc1cc(C)n2nc(NCc3cccc(Br)c3)nc2n1	3	-8	10	1	-11	10	0	0	-2
O=C(O)C=C(Br)Br	2	4	3	-2	-8	-1	3	0	-4
CC(=O)NCc1ccc(-c2csc(NC(=O)CCc3nc4ccccc4c(=O)[nH]3)n2)s1	1	2	-2	-12	-1	-4	3	3	-4
CC(C)NC(=O)c1cc(-c2ccc3c(c2)OCO3)on1	0	10	1	-5	-2	-20	1	8	-4
O=c1c(CN2CCN(c3cccc(Cl)c3)CC2)coc2c(Cl)cc(Cl)cc12	0	1	5	0	-9	2	-5	2	-6
O=CNc1cc(-c2ccccc2)cn2c(-c3ccc(F)c(Cl)c3)cnc12	1	-3	4	-1	-9	19	-1	-2	-3
CN(C(=O)c1ccc(S(=O)(=O)NC2CCCC2)cc1)C1CCCCC1	18	9	4	-7	4	7	15	9	3
CCCCc1ccc(NC(=S)NCc2cccs2)cc1	1	6	-7	-12	12	-3	-3	2	-2
O=C(O)c1cccc(S(=O)(=O)Nc2ccc3[nH]c(=O)[nH]c3c2)c1	0	2	2	1	-6	23	0	1	-1
COCCN(C(=O)Cc1coc2cc(C)c(C)cc12)c1c(N)n(Cc2ccccc2)c(=O)[nH]c1=O	1	100*	5	-32	-7	-2	-10	2	-2
O=C(O)CC(C(=O)OCCOc1ccccc1)N1CCOCC1 (stereo not drawn)	4	0	3	7	-24	-2	-5	0	-3
O=C(Nc1nnc(SCCN2CCOCC2)s1)C1CC(=O)N(c2ccc(F)cc2)C1 (stereo not drawn)	0	7	6	2	-12	3	0	0	-3
CC(C)N1CCc2c(sc(NC(=O)c3cc(-c4cccs4)nc4ccccc34)c2C(N)=O)C1	·	22	-8	-14	17	9	11	31	2
CCCC(=O)N1CCN(c2nc3c(OC)ccc(Cl)c3s2)CC1	0	2	-1	-1	4	0	2	3	-2

The list continues:
SMILES	TAAR1 ag	M5 antag	CHRM1 PAM	M5 PAM	M1 antag	M4 antag	CHRM5 agonist	CHRM4 agonist	CHRM1 agonist
CCCCC#Cc1cncc(C(=O)N/N=C/c2ccccc2)c1	-1	9	12	0	-10	-4	-1	1	-2
O=C(NCc1cccnc1)c1cc(C2CCCN(C(=O)c3cccs3)C2)on1 (stereo not drawn)	0	2	12	-2	-25	-8	1	2	-8
O=C(COC(=O)CSc1nnc(-c2ccc(Cl)cc2)o1)Nc1cc(Cl)ccc1Cl	0	6	3	-6	-27	6	0	-1	0
CC(C)(C)c1ccc(C(=O)Nc2cccc3c(=O)[nH][nH]c(=O)c23)cc1	2	-1	7	-1	-1	8	-3	-1	-6
CN(C)c1ncnc2c1ncn2[C@H]1CN(Cc2cccs2)C[C@@H](CO)O1	2	-6	5	1	-14	-11	0	2	11
Cc1ccc(C(=O)N2CCN(C(=O)C3CCCO3)CC2)cc1 (stereo not drawn)	9	-2	0	11	8	4	5	1	0
Cc1[nH]nc(Nc2ccccc2)c1[N+](=O)[O-]	5	6	-1	-9	4	5	-9	0	-2
CCOc1cc(CN2CCC(N3CCC(C(=O)NC4CC4)CC3)CC2)ccc1O	0	5	12	0	-16	-1	-2	1	-2
CC1(C2CC2)NC(=O)N(CC(=O)Nc2ccc(F)cc2F)C1=O (stereo not drawn)	-1	2	1	4	3	4	1	0	0

From PubChem BioAssay

Only part of the results is shown, so the mix of outcomes need not match the whole.
